KKLEB cytotox: counter-screen for CF NF-kB inhibitors: cytotoxicity. KKLEB CF airway cells viability, ATPlite luminescence, overnight; hits give low values; cells stimulated with P. aeruginosa culture filtrate. activity change (cytotoxicity), % at 5 µM. hit rate 0.36% among 360,000. AID 602141;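 active means corrected activity change at or below -50% at 5 µM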
TRPM1 prom inh: reduces MITF-dependent TRPM1 promoter luciferase signal | inhibition, % at 12.5 µM | SK-MEL-5 TRPM1 promoter luciferase, 24 h | hit rate 0.83% among 330,000;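 active means mean inhibition across replicates of 60% or more, whatever share of single replicates reaches that level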; further: values of inactives mirror those of a sister screen read the other way
Peg3 promoter: inhibitors of Peg3 promoter; HeLa PEG-Prom luciferase reporter, luminescence, overnight; inhibition, % at 20 µM; hit rate 1.7% among 360,000;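 active means inhibition of at least 50% at 20 µM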
iPSC survival up: hiPSC single-cell survival enhancement. hit rate 0.044% among 360,000. ATPlite luminescence; 100% = ROCK inhibitor wells, 0% = DMSO. survival enhancement, % at 20 µM; in the data active means survival enhancement above about 18%;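 further: cells exposed to compounds for 16 hours before the ATP read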
HIF-2a inh: inhibitors of HIF-2a. 786-0 RCC cells HIF-2a reporter, luciferase luminescence, overnight. inhibition, % at 18.8 µM. hit rate 0.72% among 360,000. AID 624352;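 active means inhibition of the luminescence signal of 40% or more relative to plate controls, in a single-dose primary screen at 18.75 µM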
Shn3 inh set2: Schnurri-3 reporter inhibition in Clone20 osteoblasts; Clone20 osteoblast Shn3 3'UTR firefly luciferase, 24 h; inhibition, % at 12.5 µM; hit rate 0.52% among 360,000;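 active means mean inhibition of at least 75% with every replicate also reaching 75%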;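 further: 0% = median of neutral control wells and 100% = pilot-screen positive control compound; some compounds past the cut are filed as inactive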
NR2E3 ag-1: agonists of human nuclear receptor NR2E3; Q9Y5X4; hit rate 0.12% among 320,000; inhibition of corepressor binding, % at 4.78 µM; GST-NR2E3/biotin-RetCOR TR-FRET, 1536-well; AID 2300;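 active means percent inhibition above the cutoff of mean plus 3 SD of all tested compounds, set per screening campaign, cut at about 20% in these data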;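 further: 0% = DMSO wells and 100% = biotin wells as full block of FRET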
Target sequence (Q9Y5X4 whole entry, looked up): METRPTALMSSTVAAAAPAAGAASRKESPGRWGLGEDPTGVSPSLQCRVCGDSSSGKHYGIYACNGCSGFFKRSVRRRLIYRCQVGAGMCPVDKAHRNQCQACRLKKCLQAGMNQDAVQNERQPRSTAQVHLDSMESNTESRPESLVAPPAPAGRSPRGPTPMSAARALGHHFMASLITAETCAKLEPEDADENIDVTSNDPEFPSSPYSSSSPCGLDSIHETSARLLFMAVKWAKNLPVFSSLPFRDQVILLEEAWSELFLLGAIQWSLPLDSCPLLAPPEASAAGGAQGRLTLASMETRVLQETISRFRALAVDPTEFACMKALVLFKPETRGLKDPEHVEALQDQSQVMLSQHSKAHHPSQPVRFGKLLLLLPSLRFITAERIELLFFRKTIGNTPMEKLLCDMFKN
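Assay system: NR2E3–RetCOR corepressor complex. Quantity: 1.35 nM GST-NR2E3. Buffer or medium: pH 7.5 Tris-based buffer. Reagent: biotinylated RetCOR corepressor at 7 nM final. Schedule: 5 h at 4 °C. Detection: TR-FRET, emission read at 617 and 671 nm. Replicates: one well per compound, singlicate testing.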
CF NFkB block: blocks PAF-induced NF-kB reporter in cystic fibrosis cells. hit rate 0.86% among 360,000. AID 588850. inhibition, % at 5 µM. KKLEB NF-kB-GFP reporter, GFP fluorescence overnight;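 active means at least 50% inhibition at 5 µM, scaled per plate between neutral and stimulator controls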;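 further: PAF is a Pseudomonas aeruginosa culture filtrate used as stimulus; plate controls were PAF-stimulated DMSO wells for no effect and unstimulated DMSO wells for full effect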
NR2E3 ag-2: activates human NR2E3 receptor; Q9Y5X4; CHO-S Gal4-NCOR/VP16-NR2E3 two-hybrid, luciferase; inhibition of corepressor binding, % at 3.98 µM; hit rate 0.35% among 360,000; AID 602229;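 active means inhibition above the mean of all tested compounds plus 3 SD, cut at about 70% in these data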;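 further: 0% = DMSO with NR2E3 transfected cells and 100% = cells lacking NR2E3 construct; higher means lower luciferase signal from less NR2E3 corepressor binding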
aDG glyco act: increases alpha dystroglycan glycosylation. Pro5-aDG cells, alpha-DG glycosylation AlphaScreen (IIH6); 0% Pro5, 100% B10-LARGE cell signal. activation, % at 10 µM. hit rate 0.22% among 360,000. AID 624168;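 active means activation of at least 8% versus controls, or a plate z-score of at least 8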;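 further: Pro5 are CHO cells carrying HIG-tagged alpha-DG that lacks glycosylation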
TWEAK-Fn14 inh: TWEAK-Fn14 signaling inhibition; hit rate 2% among 360,000; inhibition, % at 10 µM; TWEAK-stimulated Fn14 reporter cells, luciferase luminescence, 8 h; AID 1159606; in the data active means inhibition above about 50%
* = called active by the depositor; . = no result given.

1: O=C(CCN1CCN(Cc2ccccc2)CC1)Nc1cccc(Br)c1
2: CSCC[C@H](NC(=O)COc1ccc(Cl)cc1Cl)c1nc2ccccc2[nH]1
3: O=S(=O)(c1ccc(Br)cc1)N1CCOC12CCCCC2
4: CC(C)c1nc(SCC(=O)NC2CCCC2)c2c(=O)n(C)c(=O)n(C)c2n1
5: CN(C(=O)c1ccncc1)C1CC(C)(C)N(O)C(C)(C)C1
6: COc1ccccc1N(CC(=O)NC1CCCCC1)C(=O)CNC(=O)c1cccs1
7: CC1CCCCC12NC(=O)N(Cn1nnc3ccccc3c1=O)C2=O (centres undefined)
8: Cc1cc(C)cc(Nc2nc3c([nH]2)c(=O)n(C)c(=O)n3C)c1
9: C=CCn1c(Cc2cccs2)nnc1SCC(=O)NC1CC1
10: O=S1(=O)N[C@@H](Cc2ccccc2)COc2cccc(N3CCSCC3)c21
screen / no.,1,2,3,4,5,6,7,8,9,10
KKLEB cytotox,-5,-3,-2,-14,-4,6,5,16,8,.
TRPM1 prom inh,-7,7,-4,-4,14,1,5,-40,4,.
Peg3 promoter,16,11,12,9,15,5,10,0,7,.
iPSC survival up,1.1,0.3,-0.2,0.1,3.7,-0.4,0.9,-1.7,0.0,-0.6
HIF-2a inh,20,7,0,10,4,16,-10,-18,16,0
Shn3 inh set2,-22,19,0,-6,-16,-10,12,-27,-6,.
NR2E3 ag-1,2,2,-1,2,2,2,13,-3,0,.
CF NFkB block,12,-16,-16,16,-4,-10,6,28,11,.
NR2E3 ag-2,21,-15,-8,-19,-22,-24,-6,12,-10,-8
aDG glyco act,-0.1,1.0,0.2,0.5,-0.3,0.2,-0.2,1.2,-0.2,-0.2
TWEAK-Fn14 inh,22,18,-2,6,15,8,-13,28,-4,12

11: O=C(CCl)N1CCN(S(=O)(=O)Cc2ccccc2)CC1
12: COc1cc(/C=C2\SC(=S)N(NC(=O)c3ccncc3)C2=O)ccc1O
13: C[C@@H]1CN([C@H](C)CO)C(=O)CCCn2nncc2CO[C@H]1CN(C)C(=O)c1ccccc1
14: Cn1c(SCCC(=O)O)nnc1-c1ccncc1
15: CCOC(=O)c1ccc(NC(=O)C(=O)NCC2CCCO2)cc1 (centres undefined)
16: O=c1c2ccccc2nnn1CSc1nnc(Nc2ccccc2)s1
17: CCCNC(=O)c1cc(SC)ccc1Cl
18: CCCn1c(C)cc(C(=O)COC(=O)c2cc(=O)[nH]c3ccccc23)c1C
19: CC(=O)N/C(=C/c1ccc(OC(F)F)cc1)C(=O)O
20: O=C(NNC(=O)c1cc(OCC(F)(F)F)ccc1OCC(F)(F)F)c1ccc(Cl)c(Cl)c1
screen / no.,11,12,13,14,15,16,17,18,19,20
KKLEB cytotox,-2,-1,13,7,11,-27,3,-33,17,-4
TRPM1 prom inh,48,1,.,-1,-19,-35,2,.,1,-16
Peg3 promoter,30,4,14,0,-58,-21,-1,-238,8,16
iPSC survival up,-5.4,-0.4,-0.1,2.0,5.2,-2.6,5.0,-1.3,-2.2,-1.4
HIF-2a inh,-4,13,-1,21,-79,-24,4,-183,13,2
Shn3 inh set2,-18,24,-12,-5,-11,-19,-16,-34,14,-8
NR2E3 ag-1,3,-3,.,2,-2,2,2,.,-1,-5
CF NFkB block,-11,-9,-14,4,-2,26,-11,-10,-25,-9
NR2E3 ag-2,22,-24,6,7,18,-12,13,-44,-7,28
aDG glyco act,0.0,-0.1,0.2,-0.1,-0.2,-0.2,-0.2,0.1,-0.4,0.2
TWEAK-Fn14 inh,22,10,-8,-6,-8,-12,15,-21,-12,-13

21: CC(NC(=O)c1sc2ccccc2c1Cl)C1CCCO1 (centres undefined)
22: Cc1ccc(C)c(NC(=O)CN(C)S(=O)(=O)c2ccc(F)cc2)c1
23: O=C(COc1cccnc1[N+](=O)[O-])Nc1ccc2c(c1)OC(F)(F)O2
24: Cc1ccnc(SCCn2c(N3CCC(C)CC3)nc3c2c(=O)n(C)c(=O)n3C)n1
25: CN(C)c1cccc(C(=O)OCCNC(=O)c2cccc(S(=O)(=O)N3CCOCC3)c2)c1
26: COC(=O)c1ccc(NC(=O)CN2CCN(c3ccccc3C)CC2)cc1
27: COc1cc(C)c(NC(=S)Nc2ccc(Cl)c(Cl)c2)cc1OC
28: CC1(C)Cc2cccc(OCC(=O)NCc3cccs3)c2O1
29: N#CN1CCC(NS(=O)(=O)c2ccc(C(F)(F)F)cc2)CC1
30: C[C@@H]1CN([C@@H](C)CO)C(=O)CCCn2cc(nn2)CO[C@H]1CN(C)S(=O)(=O)c1ccc(-n2cccn2)cc1
screen / no.,21,22,23,24,25,26,27,28,29,30
KKLEB cytotox,3,14,4,-9,9,3,2,-13,-24,-3
TRPM1 prom inh,-122,10,15,-13,0,-4,3,-1,3,.
Peg3 promoter,-269,15,-21,11,7,10,16,11,-10,0
iPSC survival up,-2.1,0.0,0.0,-0.8,-0.6,-0.8,0.0,-0.4,1.4,-1.4
HIF-2a inh,-185,12,-14,-1,15,20,13,13,-2,3
Shn3 inh set2,-25,15,8,7,24,19,-5,4,-6,-8
NR2E3 ag-1,-2,7,0,2,1,1,1,0,.,.
CF NFkB block,5,2,-14,10,-8,4,-12,35,-1,-4
NR2E3 ag-2,-126,-30,11,-19,-25,-7,27,13,-8,-3
aDG glyco act,0.0,-0.2,0.0,-0.1,1.3,0.0,-0.2,0.1,0.1,-0.1
TWEAK-Fn14 inh,15,21,6,-3,11,-3,2,-2,2,1

31: O=C(NC1CCCCC1)c1ccc(Cn2cc(Br)cn2)o1
32: COC(=O)CNC(=O)c1cccs1
33: O=C1C(=Cc2ccc(Cl)cc2)CCc2ccccc21
34: CC1(C)C(c2cccs2)=[N+]([O-])C2(CCCCC/C2=N\NC(N)=O)N1O (centres undefined)
35: Cc1cnc(C(=O)OCC(=O)NCCc2ccccc2)cn1
36: CCOC(=O)c1cc(C#N)c(SCC(N)=O)[nH]c1=O
37: CCC(/C=N/NC(=O)C1COc2ccccc2O1)CC (centres undefined)
38: Cc1ccc(S(=O)(=O)c2nc(-c3cccs3)oc2N2CCC(C(N)=O)CC2)cc1
39: Cc1ccc(NS(=O)(=O)c2ccc3[nH]c(=O)oc3c2)c(C)c1
40: O=C(O)c1cnn2c(C(F)(F)F)cc(-c3ccccc3)nc12
screen / no.,31,32,33,34,35,36,37,38,39,40
KKLEB cytotox,-5,-9,-42,0,4,-7,3,5,-10,-3
TRPM1 prom inh,10,5,.,-2,3,-1,-3,0,-9,46
Peg3 promoter,-16,13,-203,11,0,27,-21,1,17,1
iPSC survival up,4.5,-0.1,-2.3,-1.3,0.7,-0.4,3.8,7.4,0.2,1.6
HIF-2a inh,11,10,-214,8,9,7,-30,11,2,11
Shn3 inh set2,1,-17,-67,-27,17,3,-6,12,-13,9
NR2E3 ag-1,2,1,.,-2,1,2,0,.,-3,0
CF NFkB block,7,0,-6,7,-2,16,13,-20,22,10
NR2E3 ag-2,-28,-11,-24,6,-15,10,21,-15,-6,-21
aDG glyco act,0.0,-0.3,0.1,0.0,-0.2,-0.1,0.0,-0.1,-0.4,0.1
TWEAK-Fn14 inh,-24,15,70*,-11,-2,3,-7,7,12,5

41: NS(=O)(=O)c1ccc(CNC(=O)/C=C/c2c(F)cccc2Cl)cc1
42: CCC(Sc1nncn1C)C(=O)Nc1nnc(-c2ccc(Cl)cc2)s1 (centres undefined)
43: O=C(CSc1nncs1)NNC(=O)c1ccccc1Br
44: O=C(CCC(=O)Nc1ccc(Br)cc1)N/N=C/c1ccccc1O
45: CCc1ccc(NC(=O)CSc2nnc(C)c(=O)n2N)cc1
46: O=C(NC1=NCCS1)c1cc(-c2cccs2)nc2ccccc12
47: O=c1[nH]c2cc(NCCO)c([N+](=O)[O-])cc2[nH]1
48: CCNC(=O)CN(c1ccc(C)cc1)S(=O)(=O)c1ccccc1
49: CCC(=O)Nc1nc(C)c(-c2csc(Nc3ccccn3)n2)s1
50: Cn1nc(NC(=O)C(F)(F)F)c2ncc(-c3ccc(Cl)cc3)nc21
screen / no.,41,42,43,44,45,46,47,48,49,50
KKLEB cytotox,9,5,29,4,4,-5,-5,-3,-5,-9
TRPM1 prom inh,6,-16,-3,5,3,0,4,-7,-48,-29
Peg3 promoter,-4,-61,7,41,13,-15,15,11,-196,-112
iPSC survival up,-1.7,-2.4,-2.9,-0.3,1.2,0.0,-2.2,2.9,0.5,0.4
HIF-2a inh,-29,-61,15,14,5,-85,14,14,-237,-177
Shn3 inh set2,4,-1,-11,67,2,17,-5,-3,-58,-4
NR2E3 ag-1,3,2,.,1,-1,-1,-11,0,1,-1
CF NFkB block,-15,-2,-12,-6,3,-10,13,-1,26,6
NR2E3 ag-2,-2,-16,12,-16,-35,-8,-15,1,-26,-63
aDG glyco act,0.4,0.1,0.0,0.4,0.9,-0.1,-0.1,-0.2,0.0,0.0
TWEAK-Fn14 inh,13,2,-2,-22,6,6,-5,-2,-6,-35

51: Oc1ccc(N=Cc2ccc(O)c(O)c2)cc1
52: COc1cccc(C(C)(O)c2nc(-c3cc4ccccc4o3)cs2)c1 (centres undefined)
53: COc1ccc(N2CC(C(=O)NCc3ccco3)CC2=O)cc1 (centres undefined)
54: Cc1ccc(S(=O)(=O)Nc2cccc(C(=O)NC3CCN(Cc4ccccc4)CC3)c2)cc1F
55: O=C(O)COc1ccc(/C=N/NC(=O)Cc2ccc(Cl)cc2)cc1
screen / no.,51,52,53,54,55
KKLEB cytotox,15,5,4,-6,-5
TRPM1 prom inh,12,.,6,8,9
Peg3 promoter,-2,-17,-3,16,2
iPSC survival up,-1.1,2.3,-0.5,-0.2,-0.1
HIF-2a inh,14,-29,4,9,8
Shn3 inh set2,18,0,-19,-28,-6
NR2E3 ag-1,-2,.,2,-5,0
CF NFkB block,-14,6,-1,0,-6
NR2E3 ag-2,-33,79*,-6,7,-13
aDG glyco act,0.0,0.2,-0.3,0.3,0.0
TWEAK-Fn14 inh,14,31,-4,22,-10

Some of these compounds in order of molecular weight, rising:
47: O=c1[nH]c2cc(NCCO)c([N+](=O)[O-])cc2[nH]1
53: COc1ccc(N2CC(C(=O)NCc3ccco3)CC2=O)cc1 (centres undefined)
48: CCNC(=O)CN(c1ccc(C)cc1)S(=O)(=O)c1ccccc1
55: O=C(O)COc1ccc(/C=N/NC(=O)Cc2ccc(Cl)cc2)cc1
50: Cn1nc(NC(=O)C(F)(F)F)c2ncc(-c3ccc(Cl)cc3)nc21
54: Cc1ccc(S(=O)(=O)Nc2cccc(C(=O)NC3CCN(Cc4ccccc4)CC3)c2)cc1F
screen / no.,47,53,48,55,50,54
KKLEB cytotox,-5,4,-3,-5,-9,-6
TRPM1 prom inh,4,6,-7,9,-29,8
Peg3 promoter,15,-3,11,2,-112,16
iPSC survival up,-2.2,-0.5,2.9,-0.1,0.4,-0.2
HIF-2a inh,14,4,14,8,-177,9
Shn3 inh set2,-5,-19,-3,-6,-4,-28
NR2E3 ag-1,-11,2,0,0,-1,-5
CF NFkB block,13,-1,-1,-6,6,0
NR2E3 ag-2,-15,-6,1,-13,-63,7
aDG glyco act,-0.1,-0.3,-0.2,0.0,0.0,0.3
TWEAK-Fn14 inh,-5,-4,-2,-10,-35,22
